CD40 NFkB inh: CD40 pathway inhibition in BL2 cells. BL2 NF-kB luciferase reporter, CD40L-induced, 4 h. inhibition, % at 10 µM. 83,000 compounds, 0.94% hits;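 active = mean inhibition of at least 50% with a set share of replicates also reaching that level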;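 also: 0% = neutral control wells and 100% = IKK inhibitor VII at 50 µM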
* marks the source's active call; other numbers are inactive results; & = joins results of further samples; [ ] = another dose, or the depositor's remark. Some of the compounds tested; rates above refer to the full screens.

How did CC(C)NC(=O)N1C[C@@H]2[C@H](c3ccccc31)[C@H](CO)N2Cc1ccccn1 do in these assays?
CD40 NFkB inh: -8.7[25 µM]

How did CN(Cc1ccccc1)C(=O)[C@H](Cc1ccc2ccccc2c1)NC(=O)[C@@H]1C[C@@H](O)CN1C(=O)c1cn(C)c2ccccc12 do in these assays?
CD40 NFkB inh: 35.4[25 µM]

What do the screens show for `O=C1N[C@H](c2ccccc2)COCc2cnnn2CC[C@H]1Cc1ccc(C(F)(F)F)cc1`?
CD40 NFkB inh: -10.6[25 µM]

Results for CCC(C)NCCOc1ccc(Br)cc1 (configuration not stated) ?
CD40 NFkB inh: 9.8

Results for Cc1ccc(NC(=O)CN(C)C(=O)Cn2nnc(-c3ccccc3)n2)cc1 ?
CD40 NFkB inh: -0.2

Results for O=C(C[C@@H]1CC[C@@H]2[C@H](COC[C@H](O)CN2C(=O)Nc2ccccc2)O1)NCc1ccccc1F ?
CD40 NFkB inh: -14.1[25 µM]

Results for O=C(CN1CCN(c2ccccc2)CC1)Nc1ccccc1C(=O)NCCc1ccccc1 ?
CD40 NFkB inh: -58.5

How did O=C(Cc1nc(-c2ccc([N+](=O)[O-])cc2)cs1)Nc1ccccc1 do in these assays?
CD40 NFkB inh: -1.0

How did O=C(NCC(F)(F)F)N1CCOCC1 do in these assays?
CD40 NFkB inh: 8.7

Results for CC1=CC(C)[C@H](/C=N/n2c(=O)[nH]c3c([nH]c4ccc(C)cc43)c2=O)C(C)C1 (some centres not stated) ?
CD40 NFkB inh: 10.2

What do the screens show for `c1ccn(-c2ccc(-c3ccn[nH]3)cc2)c1`?
CD40 NFkB inh: -68.9

How did Cc1c(C(=O)O)c(C(=O)O)c2n1CCS2 do in these assays?
CD40 NFkB inh: 7.0

How did O=C(CC1C(=O)NCCN1C/C=C/c1ccccc1)NCCCC1CCCC1 (configuration not stated) do in these assays?
CD40 NFkB inh: -2.9

How did CC1(c2ccc(Cl)cc2)NC(=O)N(CC(=O)Nc2ccc(N3CCCCC3)cc2)C1=O (configuration not stated) do in these assays?
CD40 NFkB inh: -2.4

What do the screens show for `Cc1nnc(-c2ccc(N3CCCCCC3)c([N+](=O)[O-])c2)o1`?
CD40 NFkB inh: -60.6

How did COc1ccccc1NC(=O)COC(=O)C12CC3CC(CC(Cl)(C3)C1)C2 do in these assays?
CD40 NFkB inh: -4.9

How did C[C@@H]1CN([C@@H](C)CO)C(=O)CCCn2nncc2CO[C@H]1CN(C)S(=O)(=O)c1ccc(Oc2ccccc2)cc1 do in these assays?
CD40 NFkB inh: 13.1

What do the screens show for `CC(Oc1ccccc1)C(=O)Nc1cccc([N+](=O)[O-])c1` (configuration not stated)?
CD40 NFkB inh: 0.6

What do the screens show for `CC(C)CN(C(=O)COC(=O)c1cccs1)c1c(N)n(Cc2ccccc2)c(=O)[nH]c1=O`?
CD40 NFkB inh: 7.7

How did N#CCN1C(=O)NC2(CCCc3sccc32)C1=O (configuration not stated) do in these assays?
CD40 NFkB inh: 2.5

Entries from the list above with a Cl atom, in the order listed:
How did CC1(c2ccc(Cl)cc2)NC(=O)N(CC(=O)Nc2ccc(N3CCCCC3)cc2)C1=O (configuration not stated) do in these assays?
CD40 NFkB inh: -2.4

How did COc1ccccc1NC(=O)COC(=O)C12CC3CC(CC(Cl)(C3)C1)C2 do in these assays?
CD40 NFkB inh: -4.9

Going on with the list.
How did CN(c1ccc(C(=O)NCCc2ccccc2)cc1)S(C)(=O)=O do in these assays?
CD40 NFkB inh: 29.1

How did COc1cc2c(c(OC)c1)C(c1ccncc1)CC(=O)N2 (configuration not stated) do in these assays?
CD40 NFkB inh: 9.1

What do the screens show for `CNC(=O)c1ccsc1NC(=O)CCS(=O)(=O)c1ccc(Cl)cc1`?
CD40 NFkB inh: -8.2

What do the screens show for `CC1CC1C(=O)Nc1ccc(-c2ccccc2)cc1` (configuration not stated)?
CD40 NFkB inh: -137.5

Results for CO[C@H]1CN(C)C(=O)c2cc(NC(=O)c3nc4ccccc4s3)ccc2OC[C@H](C)NC[C@@H]1C ?
CD40 NFkB inh: -8.9[25 µM]

How did C[C@@H]1CCCCO[C@@H](CN(C)C(=O)Nc2cccc3ccccc23)[C@H](C)CN([C@@H](C)CO)C(=O)c2cc(NC(=O)CCC(F)(F)F)ccc2O1 do in these assays?
CD40 NFkB inh: 1.9[25 µM]

How did Cc1noc(C)c1CSCC(=O)N(C)CC(=O)Nc1ccc(F)c(F)c1F do in these assays?
CD40 NFkB inh: -5.8

What do the screens show for `CN(C)/C=N/c1ncc(C(=O)c2ccc(-c3ccccc3)cc2)s1`?
CD40 NFkB inh: 11.7

Results for CC1CCCN(CC(=O)Nc2ccc(S(=O)(=O)N3CCCCC3)cc2)C1 (configuration not stated) ?
CD40 NFkB inh: 0.3

What do the screens show for `CCCCNC(=O)n1c(SC)nc2ccccc21`?
CD40 NFkB inh: 6.7

Quoted at random: 2 compounds from above
Results for CC1CCCN(CC(=O)Nc2ccc(S(=O)(=O)N3CCCCC3)cc2)C1 (configuration not stated) ?
CD40 NFkB inh: 0.3

What do the screens show for `CC1CC1C(=O)Nc1ccc(-c2ccccc2)cc1` (configuration not stated)?
CD40 NFkB inh: -137.5

Further structures
What do the screens show for `COc1ccccc1-c1ccc([C@H]2[C@H]3CN(C(=O)c4cccnc4)CCCCN3[C@H]2CO)cc1`?
CD40 NFkB inh: 10.9[25 µM]

How did COc1cccc(-n2c(-c3ccco3)nc3nc4ccccc4nc32)c1 do in these assays?
CD40 NFkB inh: -7.4

What do the screens show for `c1ccc(CSc2ncnc3c2cnn3-c2ccccc2)cc1`?
CD40 NFkB inh: -15.7

Results for COc1ccc(NS(=O)(=O)c2ccc3c(c2)CCCN3C(C)=O)cc1 ?
CD40 NFkB inh: 1.1

How did CCCN(CCC)C1Sc2ccc(C(=O)OC)cc2NC1=O (configuration not stated) do in these assays?
CD40 NFkB inh: 14.9

How did CO[C@@H]1CN(C)C(=O)c2cc(NC(=O)C3CCCC3)ccc2OC[C@@H](C)N(C)C[C@@H]1C do in these assays?
CD40 NFkB inh: 6.5

Results for Cc1ccc(C)c(NC(=O)COC(=O)COc2cccc3c2OC(C)(C)C3)c1 ?
CD40 NFkB inh: 3.8

Results for O=C(COC(=O)c1cc([N+](=O)[O-])ccc1N1CCOCC1)NCCc1ccccc1 ?
CD40 NFkB inh: -1.9

How did C[C@H](CO)N1C[C@H](C)[C@H](CN(C)C(=O)[C@H](Cc2ccccc2)N(C)C)OCc2ccccc2-c2c(n(C)c3ccccc23)C1=O do in these assays?
CD40 NFkB inh: 24.8[25 µM]

How did O=C(CSc1nc(=O)n2ccccc2n1)Nc1ccc2c(c1)OCO2 do in these assays?
CD40 NFkB inh: 9.9

Results for O=S(=O)(c1cccc(Cl)c1)N1[C@@H]2CNC[C@H]1C2c1ccc(-c2ccncc2)cc1 (some centres not stated) ?
CD40 NFkB inh: -9.4&-0.7

What do the screens show for `Cn1c(CNc2nc3ccccc3n2C)nc2ccccc21`?
CD40 NFkB inh: -44.8

How did O=C(Cc1ccccc1)Nc1cccc(-c2nnc(-c3ccco3)o2)c1 do in these assays?
CD40 NFkB inh: -27.4

Results for O=C(Nc1cccc(S(=O)(=O)N2CCCCCC2)c1)C1CCN(C(=O)c2ccc(F)cc2)CC1 ?
CD40 NFkB inh: 13.5

How did Cc1nc(NCCN)c(C#N)c2c1COC(C)(C)C2 do in these assays?
CD40 NFkB inh: 5.6

What do the screens show for `O=C(CCN1C(=O)C2CC=CCC2C1=O)Nc1ccc(S(=O)(=O)N2CCCCC2)cc1` (configuration not stated)?
CD40 NFkB inh: -1.6

How did Cc1ccc(C)c2nc(SCC(=O)NCc3cccs3)c(C#N)cc12 do in these assays?
CD40 NFkB inh: -2.7

Results for CCCCOc1ccc(CSCCN)cc1Cl ?
CD40 NFkB inh: -100.0

Results for COc1ccc2c3c(n(C)c2c1)[C@@H](CO)N(Cc1ccccc1OC)CC31CCN(CC2CC2)CC1 ?
CD40 NFkB inh: -8.3[25 µM]

Results for O=C(CCc1nnc2ccc(NCc3ccco3)nn12)N1CCN(c2ccccc2)CC1 ?
CD40 NFkB inh: 2.3

How did CCCCCc1nc2ccccc2c(=O)n1N do in these assays?
CD40 NFkB inh: 0.5

What do the screens show for `COC(=O)c1c(N)c(C#N)c2n1CCCCC2`?
CD40 NFkB inh: 4.5

Results for COc1ccc(-c2cc(C(=O)Nc3cccc(C(C)=O)c3)no2)cc1 ?
CD40 NFkB inh: -37.8

Results for Cc1[nH]c2ccccc2c1C(=O)C(C)OC(=O)c1ccc(NC(=O)CC#N)cc1 (configuration not stated) ?
CD40 NFkB inh: 14.5

What do the screens show for `CCCC#Cc1ccc([C@H]2[C@@H](CO)N[C@@H]2CN(C(C)=O)C2CCCC2)cc1`?
CD40 NFkB inh: 6.6[25 µM]

How did O=C(NCCOc1ccccc1)c1cccc(S(=O)(=O)N2CCN(Cc3ccccc3)CC2)c1 do in these assays?
CD40 NFkB inh: -3.7

How did C[C@@H]1CN([C@@H](C)CO)C(=O)Cc2cc(NS(=O)(=O)c3ccc(F)cc3)ccc2O[C@@H]1CN(C)C(=O)NC1CCCCC1 do in these assays?
CD40 NFkB inh: 3.4

How did COc1ccc(C(=O)N2C[C@H]3[C@@H](c4ccccc42)[C@H](CO)N3C(=O)Cc2ccccn2)cc1 do in these assays?
CD40 NFkB inh: -17.9[25 µM]

Results for O=C(NCCCn1ccnc1)/C(=C\c1cccnc1)NC(=O)c1ccccc1F ?
CD40 NFkB inh: -0.5

Results for Cc1cc(/C=N/n2cnnc2)c(C)n1-c1ccc2c(c1)OCO2 ?
CD40 NFkB inh: 1.1

How did O=C(N[C@H]1CC[C@H](CCNC(=O)C2CCOCC2)O[C@@H]1CO)c1ccncc1 do in these assays?
CD40 NFkB inh: -4.4

How did Cc1ccc(NC(/C=C/N(C)C)=C/C(=O)C(F)(F)F)c(C)c1 do in these assays?
CD40 NFkB inh: -3.0

What do the screens show for `COCC1CCN(C(=O)C2CCC(=O)N(C3CCCC3)C2)CC1` (configuration not stated)?
CD40 NFkB inh: -31.0

How did Cc1ccccc1S(=O)(=O)NCC[C@@H]1CC[C@@H](NC(=O)C2CCCC2)[C@@H](CO)O1 do in these assays?
CD40 NFkB inh: 1.9

How did O=C1N=C(N2CCOCC2)S/C1=C/c1ccc(-c2ccc(F)cc2)o1 do in these assays?
CD40 NFkB inh: -13.5

What do the screens show for `Cc1cccc(NC(=O)c2ccc(N3CCOCC3)c([N+](=O)[O-])c2)n1`?
CD40 NFkB inh: -65.3

How did FC(F)(F)c1nc2cc3nc4ccccc4[nH]c3cc2n1 do in these assays?
CD40 NFkB inh: -58.1

Results for O=C(CN1CCCCCC1)N1c2ccccc2Sc2ccccc21 ?
CD40 NFkB inh: 6.1

What do the screens show for `O=C(C1CC1)N1CC[C@@H]2[C@@H](CO)Nc3ccc(Br)cc3[C@@H]21`?
CD40 NFkB inh: -7.0[25 µM]

Results for CCOc1cc(N2CCOCC2)c(OCC)cc1NC(=O)Cn1nc(C)c([N+](=O)[O-])c1C ?
CD40 NFkB inh: -1.0

Three compounds from above, ordered by length of the SMILES, high to low:
How did O=C1N=C(N2CCOCC2)S/C1=C/c1ccc(-c2ccc(F)cc2)o1 do in these assays?
CD40 NFkB inh: -13.5

What do the screens show for `COCC1CCN(C(=O)C2CCC(=O)N(C3CCCC3)C2)CC1` (configuration not stated)?
CD40 NFkB inh: -31.0

How did FC(F)(F)c1nc2cc3nc4ccccc4[nH]c3cc2n1 do in these assays?
CD40 NFkB inh: -58.1

Following part:
How did Cc1cc(=O)[nH]c(SCC(=O)NC2CCCCCC2)n1 do in these assays?
CD40 NFkB inh: 0.3

Results for COc1ccc(CCC(=O)Nc2cc(S(=O)(=O)N3CCCCC3)ccc2N(C)C)cc1 ?
CD40 NFkB inh: -11.2

How did C[C@H](CO)N1C[C@H](C)[C@H](CN(C)C(=O)Nc2ccnc(N3CCOCC3)c2)OCc2cn(nn2)CCCC1=O do in these assays?
CD40 NFkB inh: 3.8[25 µM]

What do the screens show for `CC(=O)N1CCN(C(=O)c2cc(C)oc2C)CC1`?
CD40 NFkB inh: -4.8

Results for NC(=O)CCc1c[nH]c2ccccc12 ?
CD40 NFkB inh: 6.4

What do the screens show for `COc1ccc(S(=O)(=O)N(C)C[C@H]2Oc3c(NC(=O)Nc4c(C)noc4C)cccc3C(=O)N([C@@H](C)CO)C[C@@H]2C)cc1`?
CD40 NFkB inh: -2.0[25 µM]

How did C[C@H](CO)N1C[C@H](C)[C@@H](CN(C)CC2CCCC2)OCc2cn(nn2)CCCC1=O do in these assays?
CD40 NFkB inh: 1.8

How did CCC(C)NC(=O)Cc1c(OC)ccc2cc(Br)ccc12 (configuration not stated) do in these assays?
CD40 NFkB inh: 6.6

What do the screens show for `CC(=O)c1cc2c(cc1NC(=O)CCc1c(C)nc3ncnn3c1C)OCO2`?
CD40 NFkB inh: -13.5

What do the screens show for `CCOC(=O)c1cccc(NC(=S)NCc2ccc(C)cc2)c1`?
CD40 NFkB inh: 6.2

How did COc1ccccc1NC(=O)Nc1nc(CC(=O)NC2CCCC2)cs1 do in these assays?
CD40 NFkB inh: -2.1

How did COc1ccc(NS(=O)(=O)c2cc(C)ccc2NC(=O)c2cc(C)oc2C)cc1 do in these assays?
CD40 NFkB inh: -1.6

What do the screens show for `C/C=C(\C)c1nnc(NC(=O)C(C)C)s1`?
CD40 NFkB inh: -18.1

How did CC(C)[C@@H](C)NC(=O)N(C)C[C@H]1OCc2ccccc2-c2ccccc2C(=O)N([C@@H](C)CO)C[C@H]1C do in these assays?
CD40 NFkB inh: -4.6

How did Cc1ccc(N(CC(=O)Nc2ccc(F)cc2)S(=O)(=O)N2CCCC2)cc1 do in these assays?
CD40 NFkB inh: 5.1

Results for COc1ccccc1S(=O)(=O)N(C)C[C@H]1OCc2cn(nn2)CCCC(=O)N([C@H](C)CO)C[C@H]1C ?
CD40 NFkB inh: 6.3[25 µM]

Results for CC1CCc2sc(C(=O)NNS(=O)(=O)c3ccc(F)c(F)c3F)cc2C1 (configuration not stated) ?
CD40 NFkB inh: 6.0

What do the screens show for `CC(=O)c1c(C)[nH]c(C(=O)COC(=O)c2cccs2)c1C`?
CD40 NFkB inh: -54.8

How did C#CCOC(=O)c1ccccc1C(=O)OCC#C do in these assays?
CD40 NFkB inh: 6.0

How did COc1ccc(OCC(=O)NCCCNC(=O)COc2ccc(OC)cc2)cc1 do in these assays?
CD40 NFkB inh: 1.7

Screening results from PubChem BioAssay.
